High-throughput results (PubChem)
LmPK inh: LmPK (Leishmania mexicana) enzyme inhibition. Q27686. 290,000 tested, 0.37% active. purified LmPK, Kinase-Glo ATP luminescence, 1 h. Potency, µM (titrated, usually from 57.5 µM), inactives show top-dose activity change, negative = inhibition, usual class: inhibitors; further: potency means the concentration at half of the fitted maximal effect; on the % scale 0 is the no-effect control and ±100 the full control effect
Target sequence (Q27686 whole entry, looked up): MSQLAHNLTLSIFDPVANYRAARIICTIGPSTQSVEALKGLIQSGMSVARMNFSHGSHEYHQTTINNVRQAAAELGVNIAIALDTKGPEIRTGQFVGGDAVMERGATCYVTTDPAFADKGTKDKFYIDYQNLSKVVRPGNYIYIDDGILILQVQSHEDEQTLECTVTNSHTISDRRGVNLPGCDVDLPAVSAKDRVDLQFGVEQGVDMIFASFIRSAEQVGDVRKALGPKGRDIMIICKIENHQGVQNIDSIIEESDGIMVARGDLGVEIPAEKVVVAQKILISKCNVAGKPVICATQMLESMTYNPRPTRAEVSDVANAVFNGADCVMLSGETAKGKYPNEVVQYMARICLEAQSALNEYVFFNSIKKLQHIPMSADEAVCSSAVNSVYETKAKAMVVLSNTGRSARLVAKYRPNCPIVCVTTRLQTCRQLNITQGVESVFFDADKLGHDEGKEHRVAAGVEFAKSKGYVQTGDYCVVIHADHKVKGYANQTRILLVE
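ATP generated from ADP (0.1 mM) and PEP (0.5 mM) by 0.1 nM LmPK over 1 h at room temperature (pH 7.2 imidazole buffer) was detected by coupled luciferase luminescence. Values were normalized to uninhibited and no-enzyme wells.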
Pf growth 96h: P. falciparum growth inhibition at 96 hour, primary screen for plastid delayed-death inhibitors | P. falciparum luciferase reporter growth, 96 h | Potency, µM (series often up to 28.7 µM), for inactives: at the top dose activity change, negative = inhibition, hits mostly inhibitors | 320,000 tested, 6.9% active; further: potency means the concentration at half of the fitted maximal effect; on the % scale 0 is the no-effect control and ±100 the full control effect
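96 h incubation, 37 C, 5% CO2, of luciferase-reporter P. falciparum-infected RBCs (2% hematocrit, 0.05% parasitemia final) with test compounds; endpoint luminescence.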
Shiga toxin inh: Shiga toxin inhibition; Vero cells, Shiga toxin protein synthesis inhibition reporter; inhibition, % at 38.7 µM; 290,000 tested, 9.2% active; in the data active means inhibition mostly above about 28%, no sharp cut-off; inactive means mostly below about 43%; further: 0% is about no effect
AMA1 RON2 block: disrupts binding of P. falciparum AMA1 to RON2; AlphaScreen AMA1-biotinylated RON2 peptide binding; 360,000 tested, 0.2% active; Potency, µM (top dose mostly 58.2 µM), without a hit: at the top dose activity change, negative = inhibition, most hits filed as inhibitors;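 further: potency means the concentration at half of the fitted maximal effect; 0% = vehicle wells and -100% = peptide control; nearly all actives have a fitted effect of over 45% in size; some results filed as inactive show a strong effect at the top dose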
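AMA1 (3D7) with his tag at 25 nM final met compounds first, then biotinylated RON2 peptide at 25 nM; detection used donor plus acceptor beads, 10 µg/mL apiece, read by AlphaScreen after 30 min at room temperature.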
TbPYK inhibitor: blocks Trypanosoma brucei pyruvate kinase | 410,000 tested, 0.12% active | Potency, µM (series often up to 76.8 µM), for inactives: top-dose activity, negative = inhibition, actives largely listed as inhibitors | TbPYK enzyme, Kinase-Glo Plus ATP luminescence, 45 min | AID 624173 | Q57TT1; further: potency means the concentration at half of the fitted maximal effect; on the % scale 0 is the no-effect control and ±100 the full control effect; nearly all actives have a fitted effect of over 50% in size
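Glycolytic pyruvate kinase of T. brucei was incubated with substrate, test compound and 130 uM ADP for 45 minutes at room temperature. Luminescent Kinase-Glo Plus signal was measured after 10 minutes.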
Pf growth 48h: inhibits P. falciparum growth in the first generation, 48 h. AID 504832. 310,000 tested, 5.9% active. P. falciparum luciferase growth in erythrocytes, 48 h. Potency, µM (highest dose often 28.7 µM), without a hit: at the highest dose activity change, negative = inhibition, hits mostly inhibitors; further: potency means the concentration at half of the fitted maximal effect; on the % scale 0 is the no-effect control and ±100 the full control effect
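Firefly luciferase activity from engineered P. falciparum reports growth; inhibitors lower the luminescent signal. Cultures contained 2% hematocrit erythrocytes at 0.1% final parasitemia.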
Cycloheximide cs: counter-screen for Shiga toxin inhibitors: cycloheximide protein synthesis inhibition; max response, %; cell reporter, cycloheximide protein synthesis inhibition counterscreen; 300,000 tested, 12% active; in the data active means max response mostly above about 13%, no sharp cut-off; inactive means mostly below about 14%; further: read at 38.3 µM for the half of the compounds with a filed dose; 0% is about no effect
An asterisk follows results filed as active; ? = inconclusive; / = no result given; [ ] = remark or other dose. Unless noted, the call rests on the fitted dose curve; in most records, active means well fitted curve in the direction sought with a large enough effect; inconclusive means small, poorly fitted or top-dose-only effect, or another doubt; inactive means no such curve, though single readings can be large; an effect the other way counts as inactive or inconclusive.

SMILES	LmPK inh	Pf growth 96h	Shiga toxin inh	AMA1 RON2 block	TbPYK inhibitor	Pf growth 48h	Cycloheximide cs
CC(C)c1ccc(N)c(S(=O)(=O)O)c1	4%	49%[activator]	-8	8%	1%	1%	1
Cc1ccc(CCNC(=O)C2CCCN(S(C)(=O)=O)C2)cc1 (centres undefined)	4%	-8%	-9	5%	-5%	18%	4
CCOC(=O)c1oc2ccccc2c1CN1CC(C)OC(C)C1 (centres undefined)	-5%	38%[activator]	-8	3%	-4%	21%	-3
COc1ccc(C(=O)NCCSc2ccccn2)cc1	-11%	?	53*	2%	4%	-19%	32*
Cc1ccc(C(=O)N2CCCCCC2)cc1S(=O)(=O)N1CCOCC1	2%	1%	-6	3%	7%	-10%	1
COCCCN1C(=O)N(c2ccc(F)cc2)C(=O)C1CC(=O)Nc1ccc(OC)cc1 (centres undefined)	2%	18%	1	1%	-6%	20%	-1
Cc1c(C(=O)O)oc2ccc(S(=O)(=O)NCc3ccccc3)cc12	-1%	66%[activator]	10	4%	4%	-8%	-2
Cc1nc2sc(C(c3ccco3)N3CCC(C)CC3)c(O)n2n1 (centres undefined)	-4%	8%	7	1%	-16%	-3%	0
O=C(NC1CCCCC1)c1cc(-c2ccco2)on1	-3%	12µM*	143*	-8%	-3%	72%[activator]	36*
CCCCNC(=O)CCC(=O)Nc1ccc2nc(N3CCOCC3)cc(C)c2c1	-7%	-2%	-6	-3%	-2%	50%[activator]	13
O=C(CCc1nnc(CCCCc2ccccc2)o1)NCCN1CCOC1=O	1%	?	84*	-2%	-1%	8%	21*
CCOC(=O)c1ccc(CNCc2ccc(Br)cc2)cc1	3%	-16%	-6	?	6%	-7%	-2
COc1ccc(CCN2CC(C(=O)N(C)CCc3cn[nH]c3)CCC2=O)cc1 (centres undefined)	-9%	?	-3	-9%	4%	9%	-4
CCSC1=C(C#N)C(c2ccccc2OC)CC(=O)N1 (centres undefined)	1%	7%	12	10%	1%	9%	-1
CN(C)/C=C1/N=C(c2ccccc2)OC1=O	4%	/	13	26%	-6%	38%[activator]	11
CN1CCN(C2=C(Cl)C(=O)N(c3cccc(Cl)c3)C2=O)CC1	-3%	?	6	-8%	-11%	-5%	9
Cc1ccc(-n2c(/C=C/c3ccc4c(c3)OCO4)nc3ccccc3c2=O)cc1	2%	?	-1	/	/	?	-6
CC(C)[C@H](NS(=O)(=O)c1ccc2c(c1)OCCO2)C(=O)OCC(=O)Nc1cc(Cl)ccc1Cl	1%	26%	-7	6%	-5%	0%	-3
C/C(=N\NC(=O)c1c(Cl)cnn1C)c1cccnc1	0%	7%	56*	44%[activator]	-5%	48%[activator]	39*
Cc1cc(C)c(NC(=O)COC(=O)C2CCCCC2)c(C)c1	/	-25%	/	0%	0%	?	/
CCOC(=O)N1CC=C2C(C#N)=C(N)C(C#N)(C#N)[C@H](c3ccccc3OCC)[C@H]2C1	-6%	/	32	35%[activator]	-6%	5%	12
CN(CCCC[C@H](CNCc1ccc(-c2ccccc2)cc1)N1C[C@H](c2ccccc2)N(CCc2ccc(Cl)c(Cl)c2)C(=O)C1=O)Cc1ccc(-c2ccccc2)cc1	5%	3.7µM*	-10	/	/	?	-1
COC(=O)C(C(=O)OC)c1ccc(-n2cccc2)cc1	2%	-12%	11	-4%	-4%	17%	6
S=C(NCc1ccco1)Nc1cc(-c2ccccc2)[nH]n1	-3%	30%	98*	22%	-19%	25%	28*
CCCc1nc2ccc(NC(C)=O)cc2c(=O)n1Cc1cccc(Cl)c1	11%	2%	0	-9%	10%	?	-3
Cc1ccccc1C(=O)N1CCC(C(=O)O)CC1	2%	/	3	6%	-1%	14%	-3
COc1ccc(Nc2nccc3c2nnn3C)cc1	-12%	225%[activator]	97*	-4%	1%	197%[activator]	45*
COc1ccc(CCN=C(N)NS(=O)(=O)c2cccs2)cc1	1%	0%	7	-5%	0%	19%	1
O=C1C2C3CC(C(Br)C3Br)C2C(=O)N1c1ccccn1 (centres undefined)	2%	32%[activator]	-3	0%	?	?	-2
O=C(CN1C(=O)S/C(=C\c2ccc(Cl)cc2)C1=O)NCCCn1ccnc1	-1%	?	26	40%[activator]	0%	-26%	17*
CCCc1cc(C(=O)Nc2cc(C)nn2-c2ccccc2)no1	-1%	123%[activator]	3	14%	-2%	/	-2
NS(=O)(=O)c1cccc(NC(=O)CSc2nc3ccc(Cl)cc3[nH]2)c1	-2%	113%[activator]	21	6%	-3%	47%[activator]	-6
Cc1nc(NC(C)c2ccccc2)c2oc3ccccc3c2n1 (centres undefined)	1%	?	10	0%	2%	?	-1
OC(Cn1cncn1)(c1ccccc1)c1ccccc1	-5%	/	-12	-2%	0%	7%	-3
Cn1c(N)c(C(=O)c2ccc(F)cc2F)c(=O)n(C)c1=O	3%	-20%	-23	17%	3%	1%	-1
CCC1Oc2ccccc2N(CC(=O)NC2CCCC2)C1=O (centres undefined)	3%	-4%	15	8%	-5%	8%	-1
N#Cc1nc(COc2ccc(Br)cc2)oc1NCCCn1ccnc1	0%	-2%	-7	-12%	-4%	?	-3
CC(C)CCNC(=O)C1CCCN1C(=O)NC1CCCCC1 (centres undefined)	-4%	-10%	-10	4%	-7%	1%	-2
Cc1cnc(NC(=O)CN2CCN(c3ccccn3)CC2)s1	8%	0%	8	-23%	1%	2%	8
c1ccc(SCCCCN2CCOCC2)cc1	1%	?	42	-3%	4%	?	15*
N#Cc1ccc(OCC(=O)N2CCN(Cc3ccc4c(c3)OCO4)CC2)cc1	1%	-19%	-6	9%	5%	-2%	1
CN(C)c1cccc(C(=O)NNC(=S)NC2CCCC2)c1	6%	-22%	34	80%[activator]	10%	106%[activator]	18*
CCCC(=Nc1ccccc1OC)C1=C(O)CC(c2ccccc2)CC1=O (centres undefined)	18%	?	17	16%	19%	-15%	7
CCNC(=S)NNC(=O)c1csc2c1CCCC2	-1%	-19%	-12	31%[activator]	-11%	-1%	-1
COc1cc(/C=C(/C(=O)O)c2ccc(-c3ccccc3)cc2)cc(OC)c1OC	2%	-13%	5	-7%	-3%	-23%	-3
COC(=O)C(NC(C)=O)(Nc1nc2c(C)cc(C)cc2s1)C(F)(F)F (centres undefined)	2%	?	-9	-7%	-14%	/	-1
COc1cc(-c2cc(C(=O)Nc3cccc(S(=O)(=O)N(C)C)c3)c3ccccc3n2)cc(OC)c1OC	-1%	?	-5	1%	-2%	?	-5
CNC(=O)CCC(=O)Nc1ccc(C(=O)OC)cc1	3%	6%[5.75 µM]	-10	26%	0%	-2%	-2
COc1cccc(C(=O)NCC(=O)N/N=C(\C)Cc2ccccc2)c1	0%	35%[activator]	0	-8%	0%	1%	-4
Cc1ccc2oc(-c3ccc(NC(=O)CC(C)C)cc3)nc2c1	-4%	132%[activator]	143*	6%	1%	152%[activator]	34*
Oc1ccc(C2C=C(c3ccc(F)cc3)Nc3ncnn32)cc1 (centres undefined)	2%	?	-5	11%	-1%	12%	-2
Cc1ccc(N2C(=O)C3CCC(C)(C2=O)C3(C)C)cc1 (centres undefined)	-3%	12%	7	13%	-1%	-6%	-2
Cc1ccc(S(=O)(=O)NCCn2nc(C)cc2C)cc1	-4%	0%	-10	3%	-2%	-2%	-3
O=C(CCc1ccccc1)NC1CCS(=O)(=O)C1 (centres undefined)	/	45%[activator]	/	-22%	0%	5%	/
N#CCn1c(C2CCCCC2)nc2ccccc2c1=O	12%	29%	18	0%	3%	/	-3
COC(=O)c1sccc1NC(=O)CN(C)NS(=O)(=O)c1ccc(Cl)cc1	-2%	?	-7	2%	-2%	?	-3
O=C(Cn1[nH]c(=O)c2ccccc2c1=O)Nc1cccc(-c2nnc3n2CCCCC3)c1	-2%	?	-13	-10%	?	?	-3
Cc1ccc(S(=O)(=O)CC(=O)NC2CC2)cc1	9%	/	-4	-2%	-12%	14%	-4
N#CC(C#SN)=C1CCCCC1	-5%	4%	-2	25%	-5%	6%	-2
CCN(c1ccccc1)S(=O)(=O)c1ccc(C(=O)Nc2ncccc2O)cc1	3%	5.9µM*	-6	79%[activator]	-21%	?	-3

Rewritten in CSV form: entries from further up.
molecule,LmPK inh,Pf growth 96h,Shiga toxin inh,AMA1 RON2 block,TbPYK inhibitor,Pf growth 48h,Cycloheximide cs
O=C(Cn1[nH]c(=O)c2ccccc2c1=O)Nc1cccc(-c2nnc3n2CCCCC3)c1,-2%,?,-13,-10%,?,?,-3
Oc1ccc(C2C=C(c3ccc(F)cc3)Nc3ncnn32)cc1 (centres undefined),2%,?,-5,11%,-1%,12%,-2
Cc1ccc(S(=O)(=O)NCCn2nc(C)cc2C)cc1,-4%,0%,-10,3%,-2%,-2%,-3
N#CC(C#SN)=C1CCCCC1,-5%,4%,-2,25%,-5%,6%,-2
CCN(c1ccccc1)S(=O)(=O)c1ccc(C(=O)Nc2ncccc2O)cc1,3%,5.9µM*,-6,79%[activator],-21%,?,-3
Cc1ccc(N2C(=O)C3CCC(C)(C2=O)C3(C)C)cc1 (centres undefined),-3%,12%,7,13%,-1%,-6%,-2

Continuation:
SMILES	LmPK inh	Pf growth 96h	Shiga toxin inh	AMA1 RON2 block	TbPYK inhibitor	Pf growth 48h	Cycloheximide cs
COCC(=O)Nc1cccc(-c2ccc3nncn3n2)c1	0%	2%	18	12%	36%[activator]	21%	-3
CCOc1c(Cl)cc(CNCCc2c[nH]c3ccccc23)cc1OC	7%	2%	-11	-15%	3%	?	-1
O=C(NCc1cccnc1)c1cccc(C(F)(F)F)c1	-2%	/	-1	3%	-13%	-10%	-7
COC(CNC(=O)CCCn1nnnc1CN1CCOCC1)c1cccs1 (centres undefined)	-10%	11%	2	16%	1%	9%	-3
O=C(Nc1cccc(-c2cccc(F)c2)c1)C1CCN(C2CCOCC2)CC1	4%	7.4µM*	-5	-2%	0%	?	1
O=C(OCc1ccc([N+](=O)[O-])cc1)c1ccc2ccccc2n1	6%	-11%	-4	-8%	6%	6%	6
CCCC(=O)Nc1nc(-c2ccc3c(c2)CCN3S(C)(=O)=O)cs1	5%	-59%	14	-7%	2%	-19%	10
CCOc1[nH]n(-c2ccccc2)c(=O)c1C=Nc1ccc(OC)cc1	-1%	10%	23	15%	-13%	0%	14
O=C(O)c1cc(N2C(=O)CCC2=O)ccc1NCc1cccnc1	-3%	36%[activator]	2	-9%	3%	10%	-10
CC1(C)Cc2noc(N)c2C(C)(C)N1OC(=O)c1scc2c1OCCO2	-2%	?	-5	1%	-21%	-8%	1
COc1ccc(NC(=O)COC(=O)COc2cccc(Br)c2)cc1OC	1%	29%	-3	-7%	-3%	8%	-2
NC(=O)C[C@H]1NC(=O)[C@H](CCC(=O)O)NC(=O)c2cc([N+](=O)[O-])cc(I)c2NCCC[C@@H](C(N)=O)NC1=O	8%	-2%	-16	7%	-14%	21%	-3
CC/C(=N\NC(=O)CNC(=O)/C=C/c1ccc(OC)cc1)c1ccccc1	-2%	3%	-2	-3%	-10%	17%	-3
CNC(=O)c1cc2cc(Br)ccc2s1	-11%	?	23	-1%	-2%	72%[activator]	28
Cc1ccc(S(=O)(=O)N2CCCC2C(=O)NCc2ccccc2Cl)cc1 (centres undefined)	0%	?	-11	4%	2%	-15%	-5

No enrichment for hits (roughly 21% active in at least one column).
